PKA kinase inh = inhibitors of human PKA kinase activity, primary screen, biochemical, ATP-depletion luminescence, Kemptide substrate | cAMP-dependent protein kinase catalytic subunit alpha (Homo sapiens), P17612 | PKA Kemptide phosphorylation, Kinase-Glo ATP luminescence | inhibition, % at 6 µM | 65,000 tested, 0.1% active;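 active means inhibition above the screen-wide mean inhibition plus 3 SD, cut at about 21% in these data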; further: many of its hits are not listed in these tables
JNK3 inh = JNK3 kinase activity inhibitors, primary screen, biochemical, human, purified enzyme; Mitogen-activated protein kinase 10 (Homo sapiens), P53779; HTS; inhibition, % at 8 µM; 60,000 tested, 0.61% active; AID 746, 2007; in the data active means inhibition above about 17%;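 further: 0% = DMSO and 100% = reference inhibitor; many of its hits are not listed in these tables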
FXIa inh mix = FXIa protease inhibitors in compound pools, primary screen, biochemical, 10-compound mixtures; inhibition, % at 5 µM; purified FXIa, fluorogenic substrate, pooled mixtures; 62,000 tested, 0.19% active; Coagulation factor XI (Homo sapiens), P03951; AID 680, 2007;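 further: each value is inhibition by a whole ten-compound pool holding the compound; 0% = enzyme with no mixture and 100% = wells lacking enzyme; strong numbers were not always called active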
Target sequence (P03951 19-387 limits assumed): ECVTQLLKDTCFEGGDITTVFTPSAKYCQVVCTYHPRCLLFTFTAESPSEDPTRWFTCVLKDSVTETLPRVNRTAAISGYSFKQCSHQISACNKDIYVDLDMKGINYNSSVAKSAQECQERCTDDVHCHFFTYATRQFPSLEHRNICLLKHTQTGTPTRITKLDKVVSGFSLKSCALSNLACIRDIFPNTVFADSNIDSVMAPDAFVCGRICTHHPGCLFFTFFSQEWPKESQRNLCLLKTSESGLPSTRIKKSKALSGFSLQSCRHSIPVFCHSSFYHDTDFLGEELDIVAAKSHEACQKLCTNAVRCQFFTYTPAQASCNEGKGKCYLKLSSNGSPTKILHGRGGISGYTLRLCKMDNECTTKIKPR
Target sequence (P03951 388-625 limits assumed): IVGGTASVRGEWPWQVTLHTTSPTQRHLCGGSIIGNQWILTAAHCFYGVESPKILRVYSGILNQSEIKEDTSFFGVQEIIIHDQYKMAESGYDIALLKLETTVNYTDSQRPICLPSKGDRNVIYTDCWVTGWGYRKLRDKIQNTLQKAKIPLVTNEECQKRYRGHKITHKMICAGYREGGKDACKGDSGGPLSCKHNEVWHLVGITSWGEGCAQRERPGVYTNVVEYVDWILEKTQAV
CatS block = inhibitors of human cathepsin S, biochemical, compound mixtures | recombinant cathepsin S, AMC dipeptide fluorescence, pooled mixtures | inhibition, %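 (tested at 5 µM per compound within 10-compound mixtures)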 | 62,000 tested, 0.06% active; in the data active means inhibition above about 32%, passing the limit was not always enough;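 further: 0% = enzyme without compound and 100% = blank without enzyme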
Target sequence (P25774 115-331 limits assumed): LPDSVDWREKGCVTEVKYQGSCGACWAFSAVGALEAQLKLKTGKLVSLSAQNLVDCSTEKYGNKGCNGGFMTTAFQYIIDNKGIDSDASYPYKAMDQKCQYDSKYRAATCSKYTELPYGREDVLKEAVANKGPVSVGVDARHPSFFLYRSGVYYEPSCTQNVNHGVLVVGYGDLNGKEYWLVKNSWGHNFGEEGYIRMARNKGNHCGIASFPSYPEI
C1s inh = complement C1s protease inhibitors, primary screen, biochemical, 10-compound mixtures; 62,000 tested, 0.16% active; purified C1s, fluorogenic AMC substrate, pooled mixtures; mean inhibition % of two 10-compound mixtures (stronger effect = higher value), % at 5 µM (by protocol); Complement C1s subcomponent (Homo sapiens), P09871;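 active means inhibition above 20% in each of the two 10-compound mixture wells holding the compound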;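 further: 0% = enzyme wells lacking compound mixture and 100% = no-enzyme blank wells; some compounds called inactive have numbers as strong as hits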
FXIIa mix inh = human factor XIIa inhibitors, primary screen, biochemical, pooled compound mixtures, fluorogenic substrate; inhibition, % at 5 µM; purified FXIIa; 62,000 tested, 0.2% active; AID 684, 2007;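 further: 0% = enzyme without compound and 100% = no enzyme blank; some results filed as inactive read as strong as hits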
ROCK2 inh = inhibitors of human ROCK2 kinase, primary screen, biochemical, high-throughput, luminescence. Rho-associated protein kinase 2 (Homo sapiens), O75116. purified ROCK2, Kinase-Glo ATP depletion luminescence. inhibition, % at 6 µM. 60,000 tested, 0.35% active. AID 604, 2007;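 active means inhibition above the screen-wide mean inhibition plus 3 SD, cut at about 18% in these data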;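 further: plate controls were DMSO wells for no effect and Y-27632 control wells after no-enzyme background subtraction for full effect; many of its hits are not listed in these tables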
CatL block = inhibitors of human cathepsin L, biochemical. Procathepsin L (Homo sapiens), P07711. purified cathepsin L, fluorogenic substrate, fluorescence. inhibition, %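 (tested at 10 µM)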. 58,000 tested, 0.17% active. AID 460, 2006; in the data active means inhibition above about 45%;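 further: 0% = enzyme with no compound and 100% = no enzyme blank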
Cathepsin G inh = human cathepsin G inhibitors, primary screen, biochemical, pooled compound mixtures, AMC fluorescence; P08311; purified enzyme, AMC-tetrapeptide fluorescence; inhibition, % at 5 µM (by protocol); 62,000 tested, 0.2% active;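 active means inhibition above 20% in each of the two mixture wells holding the compound; inactive means inhibition of 20% or less in either well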;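 further: 0% = enzyme control without mixture and 100% = blank lacking enzyme; strong numbers were not always called active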
Target sequence (P08311 21-244 limits assumed): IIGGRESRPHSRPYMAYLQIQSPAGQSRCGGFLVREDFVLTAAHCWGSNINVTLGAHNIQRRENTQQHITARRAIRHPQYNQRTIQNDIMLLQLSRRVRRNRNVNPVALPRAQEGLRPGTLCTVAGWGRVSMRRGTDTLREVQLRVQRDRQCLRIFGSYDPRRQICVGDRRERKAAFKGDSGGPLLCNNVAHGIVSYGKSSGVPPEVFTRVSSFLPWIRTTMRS
* marks the source's active call; other numbers are inactive results; · = not tested or not shown. Unless noted, no stated cut-off is given here; in the data, active means inhibition above about 20% (passing the limit was not always enough); inactive means the rest.

smiles,C1s inh,ROCK2 inh,Cathepsin G inh,FXIIa mix inh,FXIa inh mix,CatL block,CatS block,JNK3 inh,PKA kinase inh
COC(=O)c1cccc(NC(=O)CN(c2ccc3c(c2)OCO3)S(C)(=O)=O)c1C,-14,2,-12,1,6,-3,5,3,8
COc1ccccc1CNC(=O)CCCn1c(=O)c2ccccc2n(CC(=O)NC2CCCC2)c1=O,3,5,5,0,1,2,2,0,6
O=S(=O)(Nc1ccc(F)cc1)N1CCCCCC1,12,8,12,12,7,9,3,-6,12
CCN(CC)C(=O)c1sc2nc(-c3cccs3)cc(-c3cccs3)c2c1N,-28,4,8,8,6,-20,4,-3,3
O=C(Nc1ccc2oc(-c3ccncc3)nc2c1)c1cccs1,-19,7,-7,-11,-12,-6,34,1,-2
CCCCOC(=O)c1ccc(NC(=O)c2ocnc2C)cc1,-13,2,-3,1,9,5,7,1,1
COc1ccccc1N1CCN(C(=O)c2oc3ccccc3c2C)CC1,-14,-4,-3,-17,4,-1,18,4,-7
CCOC(=O)C(Sc1ncn[nH]1)c1ccccc1 (centres undefined),13,6,11,3,14,14,-25,5,8
O=C1N/C(=N/c2ccccn2)SC1Cc1ccccc1 (centres undefined),0,-2,-22,4,8,-5,-6,-4,2
COc1ccc(CN2CC(C(=O)NCCCOC(C)C)CC2=O)cc1 (centres undefined),-19,·,8,5,-6,-3,-5,·,11
CCNC(=O)c1sc(-c2ccccc2)nc1C,4,5,6,-1,2,-8,-4,-4,10
O=C(c1cc2nc(C3CC3)cc(C(F)F)n2n1)N1CCOCC1,15,0,9,4,9,-3,2,2,5
O=C(Nc1ccc(F)cc1F)c1cc2ncc(Br)cn2n1,-12,2,0,6,3,1,24,0,-4
O=C(c1cc2c(s1)CCCC2)n1cccn1,-1,6,4,-2,-6,17,4,4,10
COC(=O)COc1ccc(S(=O)(=O)NCc2ccco2)cc1Cl,-27,7,-1,10,2,7,7,0,1
O=C(CN1CCCC1)NCC12CC3CC(CC(C3)C1)C2,-26,7,5,14,4,7,-11,4,9
CCOC(=O)c1cc(NC(=O)c2cccnc2)cc(C(=O)OCC)c1,-21,-3,0,-1,10,-2,1,-3,-5
COc1ccc(OC)c(NC(=O)C2=C(C)Nc3ncnn3C2c2cccs2)c1 (centres undefined),9,9,8,4,7,-7,4,-1,1
CCOc1cc(C(=O)CSc2nnc(CNc3ccc(Cl)cc3)o2)ccc1NC(=O)CC,1,5,10,-18,-2,-1,-1,1,5
O=C(NCc1ccc2c(c1)OCO2)C(c1ccco1)N(C(=O)c1csnn1)c1ccccc1 (centres undefined),15,·,11,1,-7,10,13,·,-3
CN1C(=O)c2ccc(NC(=O)C3CCCCC3)cc2C1=O,-15,4,-2,8,1,-24,-3,9,5
COc1ccc(-c2nc(=S)c3c(n2CCN2CCOCC2)CC(C)(C)OC3)cc1,5,2,-1,6,12,·,4,-6,4
O=C(O)CCC1=C2c3ccccc3CCN2C(=O)CC1,17,-8,10,7,5,-8,-4,-6,-6
CCOc1cccc(-c2nnc(SCC(=O)Nc3cccc(OC)c3)n2N)c1,-102,7,-4,6,-20,-11,-17,0,13
CC(=O)N1CCC(N2CCN(c3ccccc3F)CC2)CC1,15,6,10,6,8,13,17,-6,4
Cc1c(C(=O)OCC(C)(C)CN(C)C)oc2ccccc12,-37,6,-1,5,7,8,5,2,10
O=C(CSc1nc2ccccc2o1)NCc1n[nH]c(=O)c2ccccc12,-47,5,5,2,-2,·,2,-3,-1
CCOCc1nnc(NS(C)(=O)=O)s1,-1,-5,-4,4,3,9,-3,-1,4
O=C(CN(CCCN1CCOCC1)C(=O)Cn1nnc(-c2ccc(F)cc2)n1)NC1CCCCC1,16,6,11,-24,2,2,0,-2,11
O=C(Nc1ccc2c(c1)OCCO2)c1ccccc1F,11,0,32,6,0,·,-8,-3,2
CCOC(=O)N1CCN(S(=O)(=O)c2ccc(OCC)c(C)c2)CC1,9,1,6,8,0,11,3,2,8
N#Cc1cccc(NC(=O)NCCc2c[nH]c3ccccc23)c1,-5,22*,-1,-14,8,·,-6,-2,8
CC(=O)/C=C(\C)Nc1ccc(-c2cnc(-c3ccccc3)o2)cc1,-79,2,-8,-18,-19,-92,-13,3,-7
Cn1c(C(=O)N2CCC(C(=O)N3CCOCC3)CC2)cc2sccc21,0,6,0,-17,5,-2,2,6,1
COCCCN1C(=O)C(O)=C(C(C)=O)C1c1cccc(F)c1 (centres undefined),-20,-7,-5,5,5,1,-8,-2,-13
COC(=O)c1ccccc1NS(=O)(=O)c1ccc(F)cc1,-9,3,5,2,5,0,9,-1,9
COc1ccc(C(=O)Nc2cc(-c3nn4c(C)nnc4s3)ccc2C)cc1,3,-3,2,3,10,·,11,-1,2
COc1cccc(OCCn2c(C)c(/C=N/n3cnnc3)c3ccccc32)c1,-25,5,23,3,3,-2,-7,4,6
CCOC(=O)c1c(NC(=O)C(F)(OC)C(F)(F)F)sc2c1CCN(C)C2 (centres undefined),-2,4,7,-2,3,6,-3,-3,8
COc1ccc2oc(C)c(NC(C)=O)c2c1,13,4,9,5,5,5,-12,-5,-1
Cc1cccc(C)c1NC(=O)CSc1nnc(-c2ccoc2C)n1CCc1ccccc1,-2,2,-3,-18,7,-20,-1,2,11
COC(=O)C1=C(C)n2nnnc2NC1c1ccc(Cl)cc1 (centres undefined),-71,5,-7,4,-17,-1,-13,3,8
Cc1csc(C(C#N)C(=O)c2cc3ccccc3o2)n1 (centres undefined),-80,·,3,6,-5,7,0,·,6
CN(CC(CC(=O)Nc1nncs1)c1ccccc1)S(=O)(=O)c1ccccc1 (centres undefined),-7,6,0,-17,4,·,2,0,8
Cc1ccc(C2/C(=C(\O)c3cnn(-c4ccccc4)c3C)C(=O)C(=O)N2CCN(C)C)o1 (centres undefined),·,10,·,·,·,2,·,3,4
COc1ccc(OC)c(-n2c(O)cnc2Nc2nc(C)cc(C)n2)c1,6,4,10,-13,10,9,6,6,6
COc1ccccc1CNC(=O)C1CCCN(S(C)(=O)=O)C1 (centres undefined),-1,·,8,7,-1,20,11,·,9
Fc1ccc(-c2nc3nc4ccccc4nc3n2Cc2ccco2)cc1,8,-1,11,8,1,-6,5,-9,3
NC(=O)CN1C(=O)C2CCCCN2C(=O)c2ccccc21 (centres undefined),14,7,9,1,3,10,5,6,10
Cc1ccc(-n2nc(C)c(C3C(C#N)=C(N)OC4=C3C(=O)CC(C)(C)C4)c2Cl)cc1 (centres undefined),-2,4,11,6,-5,4,-7,3,4
CCn1nnnc1SCC(=O)Nc1cccc(C)n1,11,7,10,13,0,16,-2,7,9
COc1ccc(CNC(=O)C2CCCN2S(=O)(=O)c2ccc(C)cc2)cc1 (centres undefined),-2,-3,9,17,4,-14,-7,3,0
Cc1ccc(-n2ncc3c(NCCCOC(C)C)ncnc32)c(C)c1,·,-12,·,·,·,24,·,1,1
O=C(Cn1c(CC(=O)N2CCOCC2)nc2ccccc21)Nc1ccc2c(c1)OC(F)(F)O2,12,6,12,3,2,20,7,12,8
CC(C)CCOc1cccc(OCC(=O)N(C)C2CCS(=O)(=O)C2)c1 (centres undefined),10,-2,9,-4,7,11,-12,1,-1
O=c1c2c([nH]c3ccccc13)CCCCCC2,2,-3,-6,4,8,8,-8,3,-6
Cc1cc(=O)c2ccccc2s1,-1,·,1,11,-3,21,3,·,4
CCOCCc1nnc(NC(=O)c2ccc(OC)c(OC)c2)s1,1,7,11,6,-1,4,8,8,2
CC(C)c1ccc(N2CC(C(=O)Nc3nccs3)CC2=O)cc1 (centres undefined),3,10,10,4,0,12,0,-2,10
COc1ccc(N(CC(=O)NCc2ccco2)S(C)(=O)=O)cc1Cl,-13,·,-3,-18,-9,13,8,·,8

Single records (already shown).
O=C(NCc1ccc2c(c1)OCO2)C(c1ccco1)N(C(=O)c1csnn1)c1ccccc1 (centres undefined) is listed with C1s inh: 15; ROCK2 inh: ·; Cathepsin G inh: 11; FXIIa mix inh: 1; FXIa inh mix: -7; CatL block: 10; CatS block: 13; JNK3 inh: ·; PKA kinase inh: -3
Cn1c(C(=O)N2CCC(C(=O)N3CCOCC3)CC2)cc2sccc21 is listed with C1s inh: 0; ROCK2 inh: 6; Cathepsin G inh: 0; FXIIa mix inh: -17; FXIa inh mix: 5; CatL block: -2; CatS block: 2; JNK3 inh: 6; PKA kinase inh: 1

(cont.)
smiles,C1s inh,ROCK2 inh,Cathepsin G inh,FXIIa mix inh,FXIa inh mix,CatL block,CatS block,JNK3 inh,PKA kinase inh
COCCn1c(SCc2nc3sc(C(=O)OC)c(C)c3c(=O)[nH]2)nc2ccccc21,6,0,5,2,4,4,-2,-1,7
COc1ccccc1OCC(=O)Nc1oc(-c2ccccc2)c(-c2ccccc2)c1C#N,-28,8,-3,8,-3,·,4,1,12
CCc1cc2c(NCCN3CCCCC3)ncnc2s1,-187,·,-17,1,-28,-4,-30,·,8
Cc1cc(C)cc(NC(=O)C2CCN(c3nc(C)cc(C)n3)CC2)c1,12,4,10,3,6,-3,2,-8,7
CCn1ccc(=N)cc1,-64,-5,-15,-2,-9,-1,-13,0,1
Cn1cnc2c1c(=O)n(Cc1c(Cl)cccc1Cl)c(=O)n2C,14,6,10,7,5,-3,-2,2,10
CCCCn1c(SCC(=O)OCC)nnc1-c1ccoc1C,-32,4,-1,9,-1,4,2,-2,1
CCn1c(SCC(=O)Nc2ccc(NC(=O)c3ccco3)c(OC)c2)nc2ccccc2c1=O,-149,5,-15,2,-12,-18,-16,2,4
O=C(Cn1c2c(c(-c3ccccc3)cc1=O)CCCC2)N1CCCCCC1,1,5,6,11,1,1,4,2,5
Cc1ccc(S(=O)(=O)NC2CCCC(C(=O)O)C2)cc1 (centres undefined),-29,2,5,14,2,2,4,4,6
CCn1c(/C(C#N)=C(\O)CCc2ccccc2)nc2ccccc21,-54,-2,-21,-6,-18,-2,-21,5,4
Cc1ccc(N2C(=O)C3C(C2=O)C2C=CC3C23CC3)cc1 (centres undefined),-14,2,-3,-13,-6,·,-6,4,5
O=C(Nc1ccc2c(c1)OCO2)C1CCCN(S(=O)(=O)c2cccs2)C1 (centres undefined),-5,4,8,3,6,-11,-8,-4,-2
COc1ccc(N2C(=O)CC(c3ccc(OC(C)C)cc3)C2=O)cc1 (centres undefined),4,-3,7,5,5,-8,-5,-2,-6
Cc1ccc(S(=O)(=O)Cc2ccc(C(=O)NCCCN3CCN(C)CC3)o2)cc1,11,5,5,-16,12,-1,-5,2,8
CCN(CC)CCN1C(=O)C(=O)/C(=C(/O)c2cccc(OC)c2)C1c1ccccn1 (centres undefined),-33,6,9,2,-3,-4,-4,-4,11
O=C(CCN1CCCCC1c1cccnc1)NCc1ccccc1 (centres undefined),-7,7,9,-2,6,-9,-9,0,3
CCN(CC)CCNC(=O)C1CCC(=O)N(c2ccc(OC)cc2)C1c1ccc(F)cc1 (centres undefined),16,·,17,5,4,-4,-3,·,1
CCN(CC)c1ccc(NC(=O)c2ccc(Br)o2)cc1,14,2,7,3,10,13,-4,-14,8
Cn1c(=O)oc2cc(S(=O)(=O)Nc3cccc4c3CCCC4)ccc21,-26,-14,-15,7,-1,1,13,-4,-7

Assay outcomes as filed in PubChem BioAssay.
